B2AR arrestin ag = qHTS assay of beta-arrestin-biased ligands of beta2-adrenergic receptor: NCGC Sytravon Library Screen; Potency, µM (top dose mostly 46.1 µM), without a hit: top-dose activation, hits mostly activators; 44,000 tested, under 10 active; HTLA Tango cells, beta-arrestin recruitment, luciferase luminescence, 18 h;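 further: potency means the concentration at half of the fitted maximal effect; 0% = DMSO and full agonism = EC100 isoproterenol or metaproterenol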
Target sequence (P07550 whole entry, looked up): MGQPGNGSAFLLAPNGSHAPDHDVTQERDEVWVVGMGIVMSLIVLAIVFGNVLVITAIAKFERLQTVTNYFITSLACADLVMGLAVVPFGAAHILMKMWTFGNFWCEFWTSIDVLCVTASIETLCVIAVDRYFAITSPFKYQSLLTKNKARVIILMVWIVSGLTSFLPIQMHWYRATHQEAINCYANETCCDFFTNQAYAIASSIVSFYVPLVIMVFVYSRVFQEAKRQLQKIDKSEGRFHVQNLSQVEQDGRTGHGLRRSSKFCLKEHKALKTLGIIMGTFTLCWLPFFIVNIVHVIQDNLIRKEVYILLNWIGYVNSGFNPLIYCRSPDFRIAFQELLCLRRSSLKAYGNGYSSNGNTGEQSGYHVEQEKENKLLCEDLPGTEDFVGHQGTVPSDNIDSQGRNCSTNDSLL
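Tango cells (recombinant beta2-AR, beta-arrestin, tTA-driven luciferase), 1500/well in DMEM 1% FBS, treated 18 h at 37 °C with compounds up to 46 µM; luciferin mix added, luminescence read after 15 min; %activity curves fitted and curve-classed.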
NTMT1 inhibitor = Primary qHTS for Inhibitors of N-terminal methyltransferase 1 (NTMT1): MTaseGlo Assay | N-terminal Xaa-Pro-Lys N-methyltransferase 1 (Homo sapiens), Q9BV86 | NTMT1 MTase-Glo SAH luminescence, purified enzyme | Potency, µM (top dose mostly 114 µM), for inactives: at the top dose activity change, negative = inhibition, hits mostly inhibitors | 2.5% of 59,000 active | AID 1645870, 2021;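 further: potency means the concentration at half of the fitted maximal effect; plate controls were DMSO vehicle for no effect and no enzyme for full effect; nearly all actives have a fitted effect of over 65% in size; many of its hits are not listed in these tables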
Target sequence (Q9BV86 whole entry, looked up): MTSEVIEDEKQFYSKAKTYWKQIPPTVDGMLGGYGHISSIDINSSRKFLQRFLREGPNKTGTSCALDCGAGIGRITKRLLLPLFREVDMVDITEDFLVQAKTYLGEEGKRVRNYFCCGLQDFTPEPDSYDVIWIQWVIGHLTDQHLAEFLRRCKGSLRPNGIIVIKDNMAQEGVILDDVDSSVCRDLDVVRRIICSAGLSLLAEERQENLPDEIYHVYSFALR
p53null 39C kill = qHTS Screen for Compounds that Selectively Target Cancer Cells with p53 Mutations: Cytotoxicity of p53 Null Cells at the Nonpermissive Temperature; H1299 p53-null (neo) cells, 39C, ATPlite viability, 24 h; Potency, µM (titrated, usually from 46.1 µM), inactives show top-dose activity, negative = cell killing, hits mostly cytotoxic; 0.97% of 55,000 active; AID 904, 2007;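 further: potency means the concentration at half of the fitted maximal effect; 0% = DMSO only and -100% = full killing by 100 µM tamoxifen; nearly all actives have a fitted effect of over 50% in size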
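ATP-luminescence viability readout (ATPlite, 20 min RT) after 24 hr compound treatment at 39C of H1299-neo or H1299-p53A138V cells; titration up to 46 uM; normalized to DMSO and 100 uM tamoxifen; Hill-fit AC50.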
FH mod = Identification of activators of human fumarate hydratase by quantitative high-throughput screening; FH coupled MDH/diaphorase resazurin fluorescence, 15 min; 0.22% of 54,000 active; AID 1347055, 2019; Potency, µM (series often up to 79.9 µM), for inactives: at the highest dose activity change, negative = inhibition, actives largely listed as inhibitors; Fumarate hydratase, mitochondrial (Homo sapiens), P07954; further: potency means the concentration at half of the fitted maximal effect; on the % scale 0 is the no-effect control and ±100 the full control effect; the screen sought activators but most active calls are inhibition curves; nearly all actives have a fitted effect of over 45% in size
TSG101-PTAP inh = qHTS Validation Assay for Inhibitors of HIV-1 Budding by Blocking the Interaction of PTAP/TSG101: Sytravon Library Screen | Tumor susceptibility gene 101 protein (Homo sapiens), Q99816 | Fluorescence polarization, FITC-PTAP peptide/Tsg101, 20 min | Potency, µM (doses to about 115 µM), without a hit: at the highest dose activity change, negative = inhibition, hits mostly inhibitors | 44,000 tested, under 10 active; further: potency means the concentration at half of the fitted maximal effect; 0% is about no effect
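Fluorescence polarization binding of Tsg101 binding domain (10 uM final) to FITC-labeled PTAP-motif peptide (50 nM final) in HEPES pH 7.5/NaCl/Tween 20/EDTA/TCEP buffer; 20 min at r.t. Actives by curve class, <25 µM, efficacy <60% inhibition.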
GALK inh = qHTS Assay for Inhibitors of Human Galactokinase (GALK): NCGC Sytravon Library Screen. 44,000 tested, under 10 active. Potency, µM (series often up to 57.5 µM), inactives show top-dose activity, negative = inhibition, hits mostly inhibitors. P51570. AID 1347072, 2019. recombinant GALK, Kinase-Glo ATP luminescence, 1 h;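 further: plate controls were full GALK reaction for no effect and reaction lacking GALK for full effect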
Target sequence (P51570 whole entry, looked up): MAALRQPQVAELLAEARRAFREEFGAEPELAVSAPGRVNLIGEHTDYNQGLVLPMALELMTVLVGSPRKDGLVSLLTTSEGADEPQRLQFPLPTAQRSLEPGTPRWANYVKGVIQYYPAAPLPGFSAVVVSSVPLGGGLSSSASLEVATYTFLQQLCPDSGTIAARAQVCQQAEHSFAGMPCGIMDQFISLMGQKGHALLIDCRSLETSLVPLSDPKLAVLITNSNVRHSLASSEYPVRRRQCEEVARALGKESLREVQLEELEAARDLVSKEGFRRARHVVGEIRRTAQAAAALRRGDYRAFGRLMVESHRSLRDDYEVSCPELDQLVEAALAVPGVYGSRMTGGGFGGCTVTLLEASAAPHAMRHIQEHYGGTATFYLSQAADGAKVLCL
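5 nM GALK; 35 uM ATP; 100 uM D-galactose; 20 mM HEPES pH 8.0, 5 mM MgCl2, 60 mM NaCl, 1 mM DTT, 0.01% BSA; 1 h RT; Kinase-Glo Plus luminescence.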
p53null 32C kill = qHTS Screen for Compounds that Selectively Target Cancer Cells with p53 Mutations: Cytotoxicity of p53 Null Cells at the Permissive Temperature; H1299-neo p53 null cells, ATP luminescence, 24 h, 32C; AID 903, 2007; 0.62% of 55,000 active; Potency, µM (series often up to 46.1 µM), inactives show at the highest dose activity change, negative = cytotoxicity, actives largely listed as cytotoxic;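 further: potency means the concentration at half of the fitted maximal effect; 0% = DMSO only and -100% = full killing by 100 µM tamoxifen; nearly all actives have a fitted effect of over 55% in size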
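H1299-neo, 600 cells/well; overnight 37C; cpd up to 46 uM, 24 h at 32C; ATPlite luminescence after 20 min RT; normalized to DMSO (0%) and tamoxifen 100 uM (100% kill); Hill-fit AC50.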
An asterisk follows results filed as active; ? = inconclusive; [ ] = dose if it differs, or a comment. The call rests on the fitted dose curve; in most records, active means well fitted curve in the direction sought with a large enough effect; inconclusive means small, poorly fitted or top-dose-only effect, or another doubt; inactive means no such curve, though single readings can be large; an effect the other way counts as inactive or inconclusive. This is a subset; rates above refer to the full screens.

Keys: A = B2AR arrestin ag; B = NTMT1 inhibitor; C = p53null 39C kill; D = FH mod; E = TSG101-PTAP inh; F = GALK inh; G = p53null 32C kill
(1) CCCSc1oc(-c2cccs2)nc1S(=O)(=O)c1ccc(Cl)cc1
  A = 0.5%; B = 32.3%[activator]; C = 12.4%; D = -17.8%; E = -2.6%; F = -2.4%; G = 4.7%
(2) COc1cc(NC(=O)CSc2nnc(C)n3c2cc2oc(C)cc23)cc(OC)c1
  A = 1.3%; B = 1.0%; C = -1.9%; D = -14.6%; E = -3.8%; F = 1.5%; G = 4.8%
(3) COC(=O)c1ccccc1NC(=O)c1cc2c(s1)-c1ccccc1OC2
  A = 0.6%; B = 1.4%; C = -4.4%; D = -4.0%; E = 1.2%; F = 6.7%; G = -1.6%
(4) COc1cc(NC(=O)c2cccc(Cl)c2Cl)ccc1NC(=O)c1cc2ccccc2o1
  A = 0.5%; B = 1.8%; C = 5.5%; D = -19.5%; E = 1.8%; F = 2.4%; G = 1.4%
(5) O=C(Cn1nnc2sc3c(c2c1=O)CCCC3)Nc1ccc(F)c(Cl)c1
  A = 0.3%; B = 6.7%; C = -13.9%; D = -15.1%; E = 4.9%; F = 3.1%; G = 7.0%
(6) COc1ccc(-c2cc(C(F)(F)F)nc(S(=O)(=O)CCCC(=O)Nc3ccccc3C(F)(F)F)n2)cc1OC
  A = 0.5%; B = 7.4%; C = ?; D = -7.4%; E = 0.4%; F = -4.9%; G = -14.6%
(7) COc1ccccc1CCNC(=O)c1cccn1-c1nnc(N2CCCC2)s1
  A = 0.1%; B = -16.4%; C = -23.2%; D = -5.1%; E = -5.1%; F = -1.0%; G = -7.3%
(8) CCC(CC)C(=O)Nc1ccc(OCc2cc(=O)n3ccsc3n2)cc1
  A = 0.1%; B = -2.3%; C = 30.0%[activator]; D = 2.7%; E = 1.1%; F = -9.8%; G = 2.7%
(9) O=C(Nc1ccccc1F)C(Cc1ccccc1)N1Cc2ccccc2C1=O (stereo unspecified)
  A = 0.4%; B = 0.9%; C = -1.5%; D = -8.2%; E = -2.5%; F = 3.0%; G = -5.4%
(10) C=CCc1ccccc1OCc1nc2ccc(C)cc2[nH]1
  A = -1.4%; B = 14.5%; C = ?; D = -6.1%; E = -1.5%; F = -4.8%; G = 26.3%
(11) CCOc1ccc(NC(=O)CSc2nc(-c3cccc(Cl)c3)nc3c2Cc2c(CO)cnc(C)c2O3)cc1
  A = 0.1%; B = -1.8%; C = -6.4%; D = 3.3%; E = -4.1%; F = -4.7%; G = -6.0%
(12) COc1ccc(-n2ncc(C(=O)Nc3ccc4c(c3)OCO4)c2C2CCN(C(=O)OC(C)(C)C)CC2)cc1
  A = 0.4%; B = -0.7%; C = 23.6%; D = ?; E = -10.2%; F = 3.9%; G = 7.5%
(13) COc1cc2[nH]c(=O)n(CCCC(=O)NCc3ccccc3Cl)c(=O)c2cc1OC
  A = 0.0%; B = -0.6%; C = -16.6%; D = 1.4%; E = -4.1%; F = -4.1%; G = -4.3%
(14) CC(C)Oc1ccc(CNC(=O)Cn2c(-c3cccs3)cc3ccccc32)cc1
  A = 0.3%; B = -6.2%; C = -2.3%; D = -14.9%; E = -0.6%; F = 5.3%; G = 0.6%
(15) Cc1ccc2c(c1)-c1c(c(C(=O)N3CCN(c4cc(Cl)ccc4C)CC3)nn1C)CS2
  A = ?; B = -17.4%; C = 7.7%; D = ?; E = -26.9%; F = -0.4%; G = 4.4%
(16) Cc1ccc(C)c(NC(=O)CSc2nc(-c3ccccc3)cc(=O)[nH]2)c1
  A = -1.4%; B = 19.8%; C = 30.0%[activator]; D = -4.4%; E = 0.2%; F = 2.5%; G = -1.8%
(17) CCOc1ccccc1N1CC(c2nc3ccccc3n2CCCOc2ccccc2OC)CC1=O (stereo unspecified)
  A = -3.3%; B = 2.5%; C = -11.1%; D = ?; E = -3.5%; F = 6.0%; G = -1.6%
(18) Cc1ccccc1Nc1cc(C(=O)NC2CCCC2)c2ccccc2n1
  A = 0.3%; B = 13.3%; C = -7.1%; D = -0.1%; E = -0.7%; F = 1.2%; G = 3.8%
(19) COc1ccc(-c2nnc(SCC(=O)NCc3ccc(C)cc3)nc2-c2ccc(OC)c(OC)c2)cc1OC
  A = 0.2%; B = 1.3%; C = 6.4%; D = ?; E = 4.0%; F = -6.4%; G = 6.3%
(20) Cc1ccc(Cl)cc1N1CCN(C(=O)c2cc(S(=O)(=O)N3CCC(C)CC3)cn2C)CC1
  A = -0.5%; B = 0.6%; C = 18.8%; D = -17.5%; E = 2.5%; F = -0.2%; G = 5.0%
(21) Cn1cc(CCCC(=O)NCc2ccccc2Cl)c2ccccc21
  A = -0.7%; B = -17.4%; C = -26.4%; D = -3.2%; E = 1.9%; F = 3.2%; G = 7.7%
(22) COCCCNC(=O)c1ccc(-n2c(-c3ccccc3)cc3c2CCCC3)cc1
  A = -0.8%; B = -19.0%; C = 10.5%; D = 4.3%; E = -4.7%; F = -0.9%; G = 8.1%
(23) CC(C)Nc1nc2c(-c3cccc(Br)c3)nnn2c2ccccc12
  A = 1.0%; B = 13.0%; C = -13.8%; D = -1.5%; E = -0.7%; F = -9.8%; G = ?
(24) O=C(NCc1cccc(Cl)c1)C1CCCN(c2ncnc3onc(-c4ccc(F)cc4)c23)C1 (stereo unspecified)
  A = 0.5%; B = -1.4%; C = 12.4%; D = ?; E = -3.1%; F = 0.3%; G = 12.8%
(25) COc1cc(Cl)c(NC(=O)c2cc(CN3CCCC3)on2)c(OC)c1
  A = -2.2%; B = -4.8%; C = -4.5%; D = 0.0%; E = -1.5%; F = 5.1%; G = -1.8%

Ordered by molar mass (high to low): some entries from above
Keys: A = B2AR arrestin ag; B = NTMT1 inhibitor; C = p53null 39C kill; D = FH mod; E = TSG101-PTAP inh; F = GALK inh; G = p53null 32C kill
(24) O=C(NCc1cccc(Cl)c1)C1CCCN(c2ncnc3onc(-c4ccc(F)cc4)c23)C1 (stereo unspecified)
  A = 0.5%; B = -1.4%; C = 12.4%; D = ?; E = -3.1%; F = 0.3%; G = 12.8%
(15) Cc1ccc2c(c1)-c1c(c(C(=O)N3CCN(c4cc(Cl)ccc4C)CC3)nn1C)CS2
  A = ?; B = -17.4%; C = 7.7%; D = ?; E = -26.9%; F = -0.4%; G = 4.4%
(14) CC(C)Oc1ccc(CNC(=O)Cn2c(-c3cccs3)cc3ccccc32)cc1
  A = 0.3%; B = -6.2%; C = -2.3%; D = -14.9%; E = -0.6%; F = 5.3%; G = 0.6%

The list goes on:
Keys: A = B2AR arrestin ag; B = NTMT1 inhibitor; C = p53null 39C kill; D = FH mod; E = TSG101-PTAP inh; F = GALK inh; G = p53null 32C kill
(26) COc1cc2nc(Nc3cccc(F)c3)nc(N)c2cc1OC
  A = -1.9%; B = ?; C = -8.0%; D = -13.4%; E = -2.9%; F = 2.7%; G = -14.0%
(27) CC1CCN(C(=O)CSc2c3c(nc4cc(Cl)ccc24)CCCC3)CC1
  A = 0.1%; B = -17.6%; C = 69.1%; D = -35.8%; E = -4.1%; F = ?; G = -1.8%
(28) COc1cccc(-n2cc(C(=O)Nc3cc(C)c(Cl)cc3OC)c3ccccc3c2=O)c1
  A = -0.3%; B = -3.9%; C = -3.0%; D = -11.9%; E = -3.1%; F = -2.3%; G = -0.4%
(29) COc1ccc(NC(=O)CCc2nc3cccnc3n2-c2ccccc2)c(OC)c1
  A = -1.2%; B = 13.0%; C = 10.9%; D = -6.1%; E = 3.6%; F = -9.5%; G = 1.2%

A draw from above in order of molecular weight, high to low.
Keys: A = B2AR arrestin ag; B = NTMT1 inhibitor; C = p53null 39C kill; D = FH mod; E = TSG101-PTAP inh; F = GALK inh; G = p53null 32C kill
(20) Cc1ccc(Cl)cc1N1CCN(C(=O)c2cc(S(=O)(=O)N3CCC(C)CC3)cn2C)CC1
  A = -0.5%; B = 0.6%; C = 18.8%; D = -17.5%; E = 2.5%; F = -0.2%; G = 5.0%
(24) O=C(NCc1cccc(Cl)c1)C1CCCN(c2ncnc3onc(-c4ccc(F)cc4)c23)C1 (stereo unspecified)
  A = 0.5%; B = -1.4%; C = 12.4%; D = ?; E = -3.1%; F = 0.3%; G = 12.8%
(29) COc1ccc(NC(=O)CCc2nc3cccnc3n2-c2ccccc2)c(OC)c1
  A = -1.2%; B = 13.0%; C = 10.9%; D = -6.1%; E = 3.6%; F = -9.5%; G = 1.2%
(27) CC1CCN(C(=O)CSc2c3c(nc4cc(Cl)ccc24)CCCC3)CC1
  A = 0.1%; B = -17.6%; C = 69.1%; D = -35.8%; E = -4.1%; F = ?; G = -1.8%
(23) CC(C)Nc1nc2c(-c3cccc(Br)c3)nnn2c2ccccc12
  A = 1.0%; B = 13.0%; C = -13.8%; D = -1.5%; E = -0.7%; F = -9.8%; G = ?
(25) COc1cc(Cl)c(NC(=O)c2cc(CN3CCCC3)on2)c(OC)c1
  A = -2.2%; B = -4.8%; C = -4.5%; D = 0.0%; E = -1.5%; F = 5.1%; G = -1.8%
(18) Cc1ccccc1Nc1cc(C(=O)NC2CCCC2)c2ccccc2n1
  A = 0.3%; B = 13.3%; C = -7.1%; D = -0.1%; E = -0.7%; F = 1.2%; G = 3.8%
(21) Cn1cc(CCCC(=O)NCc2ccccc2Cl)c2ccccc21
  A = -0.7%; B = -17.4%; C = -26.4%; D = -3.2%; E = 1.9%; F = 3.2%; G = 7.7%
(26) COc1cc2nc(Nc3cccc(F)c3)nc(N)c2cc1OC
  A = -1.9%; B = ?; C = -8.0%; D = -13.4%; E = -2.9%; F = 2.7%; G = -14.0%
